ELG1 genotoxic: qHTS screen for small molecules that induce genotoxicity in human embryonic kidney (HEK293T) cells expressing luciferase-tagged ELG1. HEK293T ELG1-luciferase reporter, luminescence, 16 h. 330,000 tested, 1.3% active. Potency, µM (series often up to 46 µM), without a hit: top-dose activity change, positive = activation, most hits filed as activators. AID 504466, 2011; also: potency is read from the fitted curve at half-maximal effect; % of control where 0% means no effect; nearly all actives have a fitted effect of over 60% in size
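Reporter readout depends on ELG1 protein level, which increases with genetic stress. After 16 hr compound exposure at 37 °C, luciferase activity was quantified using ONE-Glo.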
uPA generation: qHTS for Inhibitors of Cell Surface uPA Generation; cell surface uPA generation assay, qHTS; Potency, µM (titrated, usually from 38.3 µM), for inactives: at the highest dose activity change, negative = inhibition, hits mostly inhibitors; 330,000 tested, 0.31% active; active = well fitted inhibition curve with a large enough effect; inconclusive = small, poorly fitted or top-dose-only effect; inactive = no such curve, though single readings can be large or run the other way; tested in mouse RAW 264.7 cells; also: potency is read from the fitted curve at half-maximal effect; % is scaled to controls: 0 for no effect and ±100 for the full control effect; nearly all actives have a fitted effect of over 55% in size
p53 reactivator: qHTS assay for re-activators of p53 using a Luc reporter. Potency, µM (doses to about 92.2 µM), for inactives: at the top dose activity change, positive = activation, most hits filed as activators. AID 504706, 2011. 320,000 tested, 0.063% active. H1299 p53-A138V BP100-luciferase reporter, luminescence, 24 h; also: potency is read from the fitted curve at half-maximal effect; % of control where 0% means no effect; nearly all actives have a fitted effect of over 45% in size
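p53-null H1299 cells stably carrying temperature-sensitive p53-A138V and a BP100-luciferase reporter were pinned with compounds (4-point, 1:5 series) and held 24 hrs at 37 deg C. Luminescence was read 10 min after detection reagent.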
B2AR arrestin: qHTS assay of beta-arrestin-biased ligands of beta2-adrenergic receptor | beta-arrestin recruitment to beta2AR, cell-based reporter | Potency, µM (top dose mostly 46.1 µM), for inactives: at the highest dose activation, hits mostly activators | Beta-2 adrenergic receptor (Homo sapiens), P07550 | 330,000 tested, 0.02% active | AID 492947, 2010;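 also: potency is read from the fitted curve at half-maximal effect; 0% = DMSO controls and full agonism = EC100 isoproterenol or metaproterenol; nearly all actives have a fitted effect of over 65% in size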
Target sequence (P07550 whole entry, looked up): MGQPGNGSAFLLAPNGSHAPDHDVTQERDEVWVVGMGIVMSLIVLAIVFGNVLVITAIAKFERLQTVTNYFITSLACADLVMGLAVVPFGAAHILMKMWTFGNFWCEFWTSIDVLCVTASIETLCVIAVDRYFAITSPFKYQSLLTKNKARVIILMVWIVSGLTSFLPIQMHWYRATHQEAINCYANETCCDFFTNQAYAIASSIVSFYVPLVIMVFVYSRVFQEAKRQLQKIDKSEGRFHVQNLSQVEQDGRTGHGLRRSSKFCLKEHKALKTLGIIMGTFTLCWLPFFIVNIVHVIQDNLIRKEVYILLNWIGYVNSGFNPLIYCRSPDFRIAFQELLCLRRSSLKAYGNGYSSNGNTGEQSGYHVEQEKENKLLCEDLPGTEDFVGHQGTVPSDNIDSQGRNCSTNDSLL
BRCA1 expr act: qHTS Assay to Identify Small Molecule Activators of BRCA1 Expression. 380,000 tested, 1.1% active. Potency, µM (series often up to 46.1 µM), inactives show at the top dose activation, actives largely listed as activators. MCF7-BRCA1-FFLuc reporter, luminescence, 48 h; response scale: scaled: vehicle 0%, 10 µM genistein 100%. AID 624202, 2012; also: potency is read from the fitted curve at half-maximal effect; nearly all actives have a fitted effect of over 80% in size; some results filed as inactive show a strong effect at the top dose
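Compounds are tested at multiple concentrations on MCF7 BRCA1-luciferase reporter cells seeded at 2000 per well; after 48 h, a single luminescence end-point is taken and curves fitted to the normalized data.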
TRPV1 agonist: HTS Assay for Compounds that Act as Agonists of the Vanilloid Receptor 1; 320,000 tested, 0.19% active; Transient receptor potential cation channel subfamily V member 1 (Homo sapiens), Q8NER1; TRPV1-expressing cells, Fluo-8 calcium influx, agonist mode; activation, % at 8.33 µM; in the data active = activation above about 80%; inconclusive = between about 30% and that limit; also: 0% is about no effect
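Cells expressing TRPV1 were dye-loaded with Fluo-8 and read kinetically: 10 s baseline, 3 min after compound (agonist portion), then 2 min after EC20 capsaicin (allosteric enhancer portion). Calcium-bound dye fluorescence at 480/520 nm.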
ASM inhibitor: Inhibitors of Secretory Acid Sphingomyelinase (S-ASM): qHTS. placental ASM, HMU-PC fluorogenic substrate, 60 min. 340,000 tested, 0.006% active. Potency, µM (highest dose often 57.5 µM), for inactives: top-dose activity change, negative = inhibition, usual class: inhibitors. Sphingomyelin phosphodiesterase (Homo sapiens), P17405; also: potency is read from the fitted curve at half-maximal effect
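qHTS format. ASM enzyme prepared from human placenta hydrolyses the fluorogenic substrate HMU-PC0 (9 uM final) over 60 min at 37 °C after a 10 min compound preincubation.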
Eya2 inh: qHTS Assay for Inhibitors of the Phosphatase Activity of Eya2; Protein phosphatase EYA2 (Homo sapiens), O00167; recombinant Eya2, OMFP fluorescence dephosphorylation (OMFP is methylfluorescein phosphate); Potency, µM (top dose mostly 76.9 µM), inactives show top-dose activity, negative = inhibition, usual class: inhibitors; 330,000 tested, 0.006% active; AID 488837, 2010; also: potency is read from the fitted curve at half-maximal effect; % is scaled to controls: 0 for no effect and ±100 for the full control effect
Target sequence (O00167 whole entry, looked up): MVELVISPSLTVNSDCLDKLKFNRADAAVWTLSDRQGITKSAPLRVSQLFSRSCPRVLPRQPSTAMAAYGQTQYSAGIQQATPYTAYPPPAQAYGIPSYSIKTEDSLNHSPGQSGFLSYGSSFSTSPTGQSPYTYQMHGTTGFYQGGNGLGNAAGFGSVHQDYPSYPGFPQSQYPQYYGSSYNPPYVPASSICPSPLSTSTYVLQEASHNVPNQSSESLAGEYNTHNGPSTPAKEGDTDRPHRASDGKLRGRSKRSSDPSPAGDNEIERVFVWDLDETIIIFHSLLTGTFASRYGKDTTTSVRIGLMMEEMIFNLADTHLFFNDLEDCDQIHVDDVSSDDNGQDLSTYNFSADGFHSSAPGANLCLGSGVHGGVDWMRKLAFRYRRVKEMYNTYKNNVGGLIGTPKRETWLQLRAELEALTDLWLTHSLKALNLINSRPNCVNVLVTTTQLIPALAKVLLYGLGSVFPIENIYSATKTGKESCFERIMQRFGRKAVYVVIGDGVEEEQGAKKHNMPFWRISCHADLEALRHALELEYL
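Eya2 (0.2 uM) preincubated 10 min at ambient with compound, then OMFP substrate added at 50 uM; 10 min reaction in 50 mM HEPES pH 7.5, 50 mM NaCl, 5 uM MgCl2, 0.05% BSA, 1 mM DTT. Fluorescence read at Ex 485/Em 525 nm.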
TSG101-PTAP inh: qHTS Assay for Iinhibitors of HIV-1 Budding by Blocking the Interaction of PTAP/TSG101; Tumor susceptibility gene 101 protein (Homo sapiens), Q99816; Fluorescence polarization, FITC-PTAP peptide / Tsg101 binding; Potency, µM (top dose mostly 115 µM), without a hit: at the highest dose activity change, negative = inhibition, most hits filed as inhibitors; 340,000 tested, under 10 active; AID 493005, 2010; active = well fitted inhibition curve with a large enough effect in the main read-out, with a control signal flat, not every such curve was filed as active; inconclusive = small, poorly fitted or top-dose-only effect, or effect the other way, or a change in a side signal; inactive = no such curve, though single readings can be large or run the other way; also: potency is read from the fitted curve at half-maximal effect; % of control where 0% means no effect
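Compounds were pin-transferred onto Tsg101 binding domain (10 uM final) in HEPES pH 7.5 buffer, then FITC-PTAP peptide was added at 50 nM final. After 20 min at RT, polarization reported peptide displacement across a qHTS concentration series.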
USP2a block: qHTS Assay for Inhibitors of Ubiquitin-specific Protease USP2a Using CHOP2 as the Reporter. Ubiquitin carboxyl-terminal hydrolase 2 (Homo sapiens), O75604. USP2 core, Ub-CHOP2 coupled fluorogenic reporter, 485/531. Potency, µM (series often up to 38.3 µM), without a hit: at the top dose activity change, negative = inhibition, hits mostly inhibitors. 330,000 tested, 0.01% active;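 also: potency is read from the fitted curve at half-maximal effect; plate controls were DMSO wells for no effect and full inhibition by NEM control for full effect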
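USP2 core (10nM final) preincubated 30min RT with compound in 20mM Tris-HCl pH 8.0, 2mM CaCl2, 2mM beta-mercaptoethanol, 0.05% CHAPS; 25nM Ub-CHOP2 plus 25nM reporter substrate added, fluorescence (Ex485/Em531) read after 60min.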
a7 integrin act: qHTS for Activators of Integrin-Mediated Alleviation for Muscular Dystrophy. alpha7betagal myoblasts, beta-gal FDG fluorescence, 48 h. Potency, µM (highest dose often 38.3 µM), inactives show at the highest dose activation, hits mostly activators. 350,000 tested, 0.064% active;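 also: potency is read from the fitted curve at half-maximal effect; 100% = response of the positive control SU9516; nearly all actives have a fitted effect of over 60% in size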
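alpha7betagal+/- myoblasts (passage 13, 250/well) treated 48 h at 37C with compounds at 1:260 dilution of DMSO stock. Lysed, then beta-galactosidase activity read as FDG fluorescence (ex 480/em 540) after 30 min, with pre-read for autofluorescence.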
* = called active by the depositor; [ ] = dose if it differs, or a comment. Unless noted, calls follow the shape of the dose curve; as a rule, active = well fitted curve in the direction sought with a large enough effect; inconclusive = small, poorly fitted or top-dose-only effect, or another doubt; inactive = no such curve, though single readings can be large; an effect the other way counts as inactive or inconclusive.

How did CCCCn1c(N)c(N(CCOC)C(=O)c2cc(S(=O)(=O)N3CCCCC3)ccc2C)c(=O)[nH]c1=O do in these assays?
ELG1 genotoxic: 0%; uPA generation: 0%; p53 reactivator: 3%; B2AR arrestin: 0.3%; BRCA1 expr act: -8%; TRPV1 agonist: -3; ASM inhibitor: 3%; Eya2 inh: -25%; TSG101-PTAP inh: -3%; USP2a block: 1%; a7 integrin act: -5%

What do the screens show for `CCc1c(C)nc2cc(-c3ccc(Cl)cc3)[nH]n2c1=O`?
ELG1 genotoxic: inconclusive; uPA generation: -27%; p53 reactivator: 15%; B2AR arrestin: -0.6%; BRCA1 expr act: inconclusive; TRPV1 agonist: 2; ASM inhibitor: 1%; Eya2 inh: -8%; TSG101-PTAP inh: 1%; USP2a block: 2%; a7 integrin act: 7%

How did CN1CCCN(Cc2nc(-c3ccc(Cl)cc3)no2)CC1 do in these assays?
ELG1 genotoxic: 0%; uPA generation: 0%; p53 reactivator: 3%; B2AR arrestin: -0.1%; BRCA1 expr act: 13µM*; TRPV1 agonist: -1; ASM inhibitor: 1%; Eya2 inh: 0%; TSG101-PTAP inh: 6%; USP2a block: 0%; a7 integrin act: -48%[inhibitor]

Results for O=C(COc1cccc(Cl)c1Cl)Nc1ccc2c(c1)CCC2 ?
ELG1 genotoxic: -3%; uPA generation: -8%; p53 reactivator: -3%; B2AR arrestin: 0.2%; BRCA1 expr act: -6%; TRPV1 agonist: 17; ASM inhibitor: -1%; Eya2 inh: -2%; TSG101-PTAP inh: -1%; USP2a block: 1%; a7 integrin act: inconclusive

How did O=C(COC(=O)Cc1ccc(-c2ccccc2)cc1)NCc1ccccc1 do in these assays?
ELG1 genotoxic: 2%; uPA generation: -1%; p53 reactivator: 9%; B2AR arrestin: -0.4%; BRCA1 expr act: -10%; TRPV1 agonist: 24; ASM inhibitor: 0%; Eya2 inh: 2%; TSG101-PTAP inh: -3%; USP2a block: -1%; a7 integrin act: 27%

Results for O=C(O)CSCc1nc2scc(-c3ccccc3)c2c(=O)[nH]1 ?
ELG1 genotoxic: 1%; uPA generation: 4%; p53 reactivator: 5%; B2AR arrestin: 0.0%; BRCA1 expr act: 0%; TRPV1 agonist: 0; ASM inhibitor: 2%; Eya2 inh: -7%; TSG101-PTAP inh: 0%; USP2a block: 5%; a7 integrin act: -14%

How did Cc1cc(Br)ccc1NC(=O)CN(C)C(=O)c1ccc2ccccc2n1 do in these assays?
ELG1 genotoxic: 8%; uPA generation: 3%; p53 reactivator: inconclusive; B2AR arrestin: -0.3%; BRCA1 expr act: -12%; TRPV1 agonist: 9; ASM inhibitor: -1%; Eya2 inh: 4%; TSG101-PTAP inh: -5%; USP2a block: 0%; a7 integrin act: -5%

How did Fc1ccc(/C=C2\CCCC3=C2NC(=S)NC3c2ccc(F)cc2)cc1 (centres undefined) do in these assays?
ELG1 genotoxic: 1%; p53 reactivator: -6%; B2AR arrestin: -4.2%; TRPV1 agonist: 2; Eya2 inh: -3%; USP2a block: -1%

Results for CC1CCc2cc(F)ccc2N1C(=O)CSc1nnc2c3ccccc3n(C)c2n1 (centres undefined) ?
ELG1 genotoxic: -5%; uPA generation: 4%; p53 reactivator: -13%; B2AR arrestin: 0.4%; BRCA1 expr act: -13%; TRPV1 agonist: 3; ASM inhibitor: -2%; Eya2 inh: -12%; TSG101-PTAP inh: -4%; USP2a block: 3%; a7 integrin act: 11%

Results for CCCC1(c2ccccc2)NC(=O)N(CC(=O)Nc2ccc(N3CCOCC3)cc2)C1=O (centres undefined) ?
ELG1 genotoxic: 1%; uPA generation: 3%; p53 reactivator: -5%; B2AR arrestin: -0.1%; BRCA1 expr act: 7%; ASM inhibitor: -2%; Eya2 inh: -6%; TSG101-PTAP inh: -3%; USP2a block: 3%; a7 integrin act: 24%

How did COc1cc(OC)cc(-c2c(-c3ccc(F)cc3)c3cc(-c4ccc(OC)nc4)ccc3n2C)c1 do in these assays?
ELG1 genotoxic: -1%; uPA generation: 12%; p53 reactivator: -4%; B2AR arrestin: -3.9%; BRCA1 expr act: -8%; ASM inhibitor: 13%; Eya2 inh: 11%; TSG101-PTAP inh: 0%; USP2a block: 2%; a7 integrin act: 1%

How did O=C(COc1ccc(S(=O)(=O)NC2CCCCC2)cc1Cl)NCC1CCCO1 (centres undefined) do in these assays?
ELG1 genotoxic: -8%; uPA generation: -2%; p53 reactivator: -11%; B2AR arrestin: -0.2%; BRCA1 expr act: 3%; TRPV1 agonist: 2; ASM inhibitor: 2%; Eya2 inh: -6%; TSG101-PTAP inh: -5%; USP2a block: 2%; a7 integrin act: inconclusive

Results for CCN1CCN(C(=O)/C=C/c2ccc(C)cc2)CC1 ?
ELG1 genotoxic: 15%; uPA generation: -4%; p53 reactivator: 25%; B2AR arrestin: -0.5%; BRCA1 expr act: 73%; TRPV1 agonist: 28; ASM inhibitor: 7%; Eya2 inh: 8%; TSG101-PTAP inh: -4%; USP2a block: 1%; a7 integrin act: 28%

Results for O=C(c1ccc(F)cc1)C1CCN(C(=O)Nc2ccc(F)cc2)CC1 ?
ELG1 genotoxic: -5%; uPA generation: 1%; p53 reactivator: -1%; B2AR arrestin: 0.0%; BRCA1 expr act: -30%; TRPV1 agonist: inconclusive; ASM inhibitor: -1%; Eya2 inh: -10%; TSG101-PTAP inh: -6%; USP2a block: 2%; a7 integrin act: -23%

Results for O=C(Nc1cccc(S(=O)(=O)N2CCCCCC2)c1)c1ccc(=O)[nH]c1 ?
ELG1 genotoxic: 0%; uPA generation: 8%; p53 reactivator: 2%; B2AR arrestin: 0.1%; BRCA1 expr act: -20%; TRPV1 agonist: -1; ASM inhibitor: -1%; Eya2 inh: 22%; TSG101-PTAP inh: -5%; USP2a block: 2%; a7 integrin act: 4%

How did O=C(NCCCN1CCOCC1)c1ccc(Sc2cccc(Cl)c2)c([N+](=O)[O-])c1 do in these assays?
ELG1 genotoxic: -1%; uPA generation: 1%; p53 reactivator: 1%; B2AR arrestin: -1.2%; BRCA1 expr act: -34%; TRPV1 agonist: 20; ASM inhibitor: -7%; Eya2 inh: -5%; TSG101-PTAP inh: -2%; USP2a block: 2%; a7 integrin act: -20%

Results for C=CCSc1nc2c(c(=O)n(C)c(=O)n2C)n1CC ?
ELG1 genotoxic: -3%; p53 reactivator: -5%; B2AR arrestin: 0.1%; BRCA1 expr act: 0%; TRPV1 agonist: 0; ASM inhibitor: 1%; Eya2 inh: -5%; TSG101-PTAP inh: -4%; USP2a block: 0%; a7 integrin act: 11%

Results for Cc1cc(C)c(C#N)c(Nc2ccc3c(c2)OCCO3)n1 ?
ELG1 genotoxic: 15%; uPA generation: 0%; p53 reactivator: -4%; B2AR arrestin: -0.1%; BRCA1 expr act: -22%; TRPV1 agonist: -1; ASM inhibitor: 67%; Eya2 inh: 6%; TSG101-PTAP inh: -5%; USP2a block: -2%; a7 integrin act: 1%

What do the screens show for `CNc1ccc(C(=O)OCC(=O)NC(=O)NC2CCCC2)cc1[N+](=O)[O-]`?
ELG1 genotoxic: 5%; uPA generation: -5%; p53 reactivator: -1%; B2AR arrestin: 0.0%; BRCA1 expr act: 3%; ASM inhibitor: -12%; Eya2 inh: -19%; TSG101-PTAP inh: 1%; USP2a block: 0%; a7 integrin act: -46%[inhibitor]

What do the screens show for `COC(=O)c1ccc(CSc2nc(C(F)(F)F)c3c(c2C#N)CCC3)o1`?
ELG1 genotoxic: -3%; uPA generation: 5%; p53 reactivator: 8%; B2AR arrestin: -0.1%; BRCA1 expr act: 0%; ASM inhibitor: -3%; Eya2 inh: -11%; TSG101-PTAP inh: -6%; USP2a block: -1%; a7 integrin act: 15%

How did CCOC(=O)C(=Cc1cc(=O)c(OC)co1)C(=O)OCC do in these assays?
ELG1 genotoxic: -14%; uPA generation: inconclusive; p53 reactivator: -30%[inhibitor]; B2AR arrestin: -0.5%; BRCA1 expr act: -95%; TRPV1 agonist: 4; ASM inhibitor: 3%; Eya2 inh: 3%; TSG101-PTAP inh: -1%; USP2a block: 1%; a7 integrin act: -16%

Screening results (PubChem)
